Screens as filed in PubChem.
Apaf-1 inh: inhibitors of human Apaf-1 apoptosome, primary screen, biochemical, DEVD-Rh110 fluorescence, uHTS | Apoptotic protease-activating factor 1 (Homo sapiens), O14727 | reconstituted apoptosome caspase-3 activity | inhibition, % at 20 µM | 330,000 compounds, 0.71% hits | AID 489030, 2010; active = inhibition of at least 40% at 20 µM;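 note: plate controls were DMSO wells for no effect and DEVD-CHO caspase inhibitor wells for full effect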
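Medium: Hepes buffer, pH 7.5 / System: biochemical Apaf-1 apoptosome reconstitution / Measured by: Rh110 fluorescence, excitation 480 nm, emission 540 nm / Times: compound with Apaf-1, dATP, procaspase-3 30 min, then 50 min reaction, room temperature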
HKDC1 inh: HKDC1 hexokinase inhibitors, primary screen, biochemical, fluorescence, uHTS; AID 493160, 2011; 340,000 compounds, 0.16% hits; Q2TB90; inhibition, % at 20 µM; recombinant HKDC1, G6PDH/diaphorase resazurin coupled fluorescence;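 active = inhibition above about 35% when tested at 20 µM, limit read from the data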;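 note: plate controls were DMSO wells with enzyme for no effect and DMSO wells lacking enzyme for full effect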
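Assay system – recombinant HKDC1 (HK5) hexokinase enzyme, produced in-house · Input – HKDC1 at 5 µg/mL · Reagent – glucose plus 1 mM ATP as hexokinase substrates · Timing – 90 min reaction incubation at room temperature, dark · Measured by – G6PDH/diaphorase-coupled fluorescence, 1 mM NADP, 100 µM resazurin, 525/613 nm · Benchmarks – DMSO-enzyme wells negative, buffer-substituted wells positive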
PfGluPho inh: PfG6PD enzyme inhibitors, primary screen, biochemical, fluorescence intensity, uHTS; glucose-6-phosphate dehydrogenase-6-phosphogluconolactonase (Plasmodium falciparum 3D7); PfGluPho enzyme, NADPH resazurin-diaphorase fluorescence; inhibition, % at 20 µM; 350,000 compounds, 0.78% hits;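 active = inhibition reaching at least a set limit at 20 µM in the primary screen, cut at about 59% in these data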;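 note: 0% = DMSO wells with substrate and 100% = DMSO wells lacking glucose-6-phosphate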
SENP6 inh: SENP6 protease inhibitors, primary screen, biochemical, luminescence, uHTS; inhibition, % at 10 µM; AID 2599, 2010; Sentrin-specific protease 6 (Homo sapiens), Q9GZR1; 330,000 compounds, 1.8% hits; Recombinant SENP6 catalytic domain, aminoluciferin luminescence;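 active = inhibition above about 50% at the single tested dose, limit read from the data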;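 note: plate controls were DMSO wells with enzyme for no effect and DMSO wells lacking enzyme for full effect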
SENP8 block-1: SENP8 protease inhibitors, primary screen, biochemical, luminescence; inhibition, % at 10 µM; 330,000 compounds, 1.2% hits; purified SENP8, Z-RLRGG-aminoluciferin cleavage; Sentrin-specific protease 8 (Homo sapiens), Q96LD8; AID 2540, 2010; in the data active = inhibition above about 50%
Target sequence (Q96LD8 whole entry, looked up): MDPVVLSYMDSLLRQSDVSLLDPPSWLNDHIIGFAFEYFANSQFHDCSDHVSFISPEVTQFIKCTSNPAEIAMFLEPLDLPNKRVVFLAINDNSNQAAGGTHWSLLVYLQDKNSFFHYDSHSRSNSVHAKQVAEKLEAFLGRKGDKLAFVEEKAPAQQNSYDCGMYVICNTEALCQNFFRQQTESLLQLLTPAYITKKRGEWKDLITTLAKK
SENP1 inh: human SENP1 catalytic domain inhibitors, primary screen, biochemical, FRET, uHTS; inhibition, % at 10 µM; Sentrin-specific protease 1 (Homo sapiens), Q9P0U3; recombinant SENP1 catalytic domain, CyPet-SUMO1-YPet FRET cleavage; 360,000 compounds, 0.21% hits;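 active = inhibition at least 30% at 10 µM, raw YFP signal under a set limit, fluorescence ratio 0.5 to 1.5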;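 note: 0% = enzyme with DMSO and 100% = no enzyme wells; some results filed as inactive read as strong as hits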
Target sequence (Q9P0U3 419-644 limits assumed): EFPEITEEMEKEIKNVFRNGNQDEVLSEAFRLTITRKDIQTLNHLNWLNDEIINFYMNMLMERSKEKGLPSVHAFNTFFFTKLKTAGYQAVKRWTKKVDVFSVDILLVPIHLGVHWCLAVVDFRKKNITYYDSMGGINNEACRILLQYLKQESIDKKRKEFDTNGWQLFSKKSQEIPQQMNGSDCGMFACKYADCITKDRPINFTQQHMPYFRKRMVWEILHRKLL
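Assay system: hSENP1 catalytic domain, recombinant. Amount: SENP1 enzyme, 20 pM final. Schedule: 50 min reaction, RT, dark. Technique: FRET, CFP and YFP emission. Control set: no-enzyme wells low, DMSO-plus-enzyme wells high control.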
SENP8 block-2: human SENP8 protease inhibitors, primary screen, biochemical, fluorescence, Nedd8 protein substrate, uHTS; Sentrin-specific protease 8 (Homo sapiens), Q96LD8; recombinant SENP8; inhibition, % at 20 µM; 360,000 compounds, 0.64% hits; AID 602440, 2012; in the data active = inhibition mostly above about 40%, no sharp cut-off; inactive = mostly below about 27%
SENP7 inh: SENP7 protease inhibitors, primary screen, biochemical, luminescence, uHTS. Sentrin-specific protease 7 (Homo sapiens), Q9BQF6. inhibition, % at 5 µM. 330,000 compounds, 1.5% hits. recombinant SENP7, Z-RLRGG-aminoluciferin luminescence, 40 min;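 active = inhibition above about 50% at the single test dose, limit read from the data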;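 note: plate controls were DMSO with enzyme for no effect and no enzyme buffer wells for full effect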
Target sequence (Q9BQF6 706-1050 limits assumed): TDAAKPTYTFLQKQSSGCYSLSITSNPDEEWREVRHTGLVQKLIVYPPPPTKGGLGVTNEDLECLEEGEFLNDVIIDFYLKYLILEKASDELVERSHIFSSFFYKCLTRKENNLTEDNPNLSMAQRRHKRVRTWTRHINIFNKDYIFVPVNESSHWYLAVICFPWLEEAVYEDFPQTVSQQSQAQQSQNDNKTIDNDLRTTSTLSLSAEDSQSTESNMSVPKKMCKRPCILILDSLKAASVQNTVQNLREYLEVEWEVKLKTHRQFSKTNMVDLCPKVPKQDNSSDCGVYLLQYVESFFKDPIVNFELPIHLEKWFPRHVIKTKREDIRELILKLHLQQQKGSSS
Numbers without * were called inactive; . = not tested or not shown.

Compound,Apaf-1 inh,HKDC1 inh,PfGluPho inh,SENP6 inh,SENP8 block-1,SENP1 inh,SENP8 block-2,SENP7 inh
O=C(NCCN1CCOCC1)C1CCN(Cc2ccccc2O)CC1,-6,-2,-1,-4,-1,2,4,0
Cc1c(C)[n+](=O)c2c(n1[O-])C(Br)CCC2Br (stereo not drawn),-15,2,6,-13,-1,-2,14,-4
Cc1ccc(-c2nnc(CSc3nncn3N)o2)cc1,-17,-2,7,-9,-4,4,2,-5
O=S(=O)(c1ccc(Cl)s1)N1CCN(C/C=C/c2ccccc2)CC1,5,3,1,-13,2,2,25,5
O=c1cc(N=Nc2ccc(Cl)cc2)[nH]c(=O)[nH]1,.,18,7,.,.,0,25,.
CCOC(=O)c1sc(N2N=C(C)C(N=Nc3cccc(C)c3)C2=O)nc1C (stereo not drawn),8,-1,-11,-6,0,-2,17,3
COc1ccc2nc(Nc3nc(-c4cc5ccccc5oc4=O)cs3)sc2c1,3,-6,-25,-7,2,-23,-186,-6
O=C(CC1S/C(=N/N=C/c2cccs2)NC1=O)Nc1ccc(Cl)c(Cl)c1 (stereo not drawn),18,-1,-29,-16,-13,4,27,-6
CCOC(=O)N1CCN(C(=O)c2ccccc2NC(=O)COc2ccccc2C)CC1,-3,-8,-3,-8,-8,0,7,0
CSc1nnc(SCC(=O)N(C)c2c(N)n(Cc3ccccc3)c(=O)[nH]c2=O)s1,-13,-4,4,-3,3,-5,12,2
CC1CC(C)CN(C(=O)C2CCC(CNc3c(N4CCCCC4)c(=O)c3=O)CC2)C1 (stereo not drawn),-16,-6,1,-10,0,2,13,9
COc1cc(OC)c(NS(=O)(=O)c2c(C(=O)N3CCCCC3)c(C)n(C)c2C)cc1Cl,-5,-4,2,9,2,0,12,-3
CCCCNC(=O)CCn1c(=O)c2cccn2c2ccc(F)cc21,-4,-2,-7,-27,3,1,-10,5
O=C(CCCC(=O)N(CC(=O)NC1CCCCC1)Cc1ccccc1)Nc1ccccn1,6,-2,-10,-12,-6,1,14,-7
CN(c1cnn(-c2ccccc2)c(=O)c1Cl)n1cccc1,-13,1,-7,-17,2,-1,26,1
CCC[C@@H]1CCCO[C@@](C(=O)NCCN2CCOCC2)(C(F)(F)F)C1,-6,-2,-3,2,-8,1,10,-3
Clc1cccc(CNc2nc(-c3cccnc3)nc3ccccc23)c1,18,2,-1,-18,-6,-2,-42,-12
CCCOc1ccc(-c2nnn(CC(=O)N3CCCC(C)C3)n2)cc1 (stereo not drawn),-11,-4,-10,3,-1,2,16,-3
Cc1cccc(Oc2ncnc3onc(C)c23)c1,-12,2,-9,-17,7,3,37,-3
CN(C)C(CNC(=O)c1ccc([N+](=O)[O-])cc1Cl)c1ccco1 (stereo not drawn),4,2,4,-6,5,-5,5,7
Cc1ccc(S(=O)(=O)Nc2cccc3c2O[C@H](CN(C)Cc2ccc(-c4ccccc4)cc2)[C@@H](C)CN([C@H](C)CO)C3=O)cc1,27,6,8,5,-1,0,4,10
Nc1cc2c(cc1Br)-c1ccc(F)cc1C2=O,.,3,-7,.,.,3,24,.
CCOc1ccc2[nH]cc(S(=O)(=O)c3ccc(C)cc3)c(=O)c2c1,0,-3,-8,-3,8,1,-9,7
COc1ccccc1C(=O)O/N=C(\N)c1ccccc1Cl,-5,2,-15,6,12,1,8,2

2 of the compounds above, field by field.
CN(c1cnn(-c2ccccc2)c(=O)c1Cl)n1cccc1
  Apaf-1 inh = -13	HKDC1 inh = 1	PfGluPho inh = -7	SENP6 inh = -17	SENP8 block-1 = 2	SENP1 inh = -1	SENP8 block-2 = 26	SENP7 inh = 1

Cc1cccc(Oc2ncnc3onc(C)c23)c1
  Apaf-1 inh = -12	HKDC1 inh = 2	PfGluPho inh = -9	SENP6 inh = -17	SENP8 block-1 = 7	SENP1 inh = 3	SENP8 block-2 = 37	SENP7 inh = -3

Additional entries follow:
Compound,Apaf-1 inh,HKDC1 inh,PfGluPho inh,SENP6 inh,SENP8 block-1,SENP1 inh,SENP8 block-2,SENP7 inh
O=C(COc1ccc2ccccc2c1CN1CCOCC1)N1CCc2ccccc21,15,0,0,-14,-16,2,6,-5
O=C(c1cc(-c2cccs2)nc2ccccc12)N1CCN(c2ccccc2)CC1,-1,-6,7,0,-4,-2,-192,-4
COc1ccc(CC(C(=O)Nc2ccc(OC)cc2)c2nn[nH]n2)cc1 (stereo not drawn),1,-3,-17,-11,-3,0,9,5
O=C(/C=C/CCc1ccc2c(c1)OCO2)N1CCCCC1,5,-3,9,-8,3,2,57*,8
Oc1cccc2c3c(oc12)CCCC3,-7,0,11,-17,2,0,26,5
Cc1ccnc2c(N3C(=O)C4C5C=CC(C5)C4(C)C3=O)cccc12 (stereo not drawn),-8,-2,14,7,-8,-1,4,11
COc1cc(/C=C/C(=O)OCC(=O)N2c3ccccc3NC(=O)C2(C)C)cc(OC)c1OC,0,3,-2,-2,-6,0,-469,0
N#CC1=C(SCc2ccccc2)NC(=O)C(C#N)C12CCCC2 (stereo not drawn),5,1,-19,-15,-15,4,9,-12
COc1cc(OC)c(N(C)S(=O)(=O)c2cccc(C(=O)NC(C)C3CC4CCC3C4)c2)cc1Cl (stereo not drawn),3,-9,-11,-21,-8,2,-2,-5
c1ccc(CCN2CN=C(Nc3nc4ccccc4o3)NC2)cc1,2,-13,-8,3,-1,2,6,8
CC1(C)NC(=O)N(CC(O)CN(c2ccccc2)S(=O)(=O)c2ccccc2)C1=O (stereo not drawn),-2,-3,11,-5,-6,2,14,-9
COC(=O)c1ccc(OC)c(OC)c1Cl,-28,-1,-5,3,12,-1,18,3

Additional structures:
Second line of a record – Apaf-1 inh | HKDC1 inh | PfGluPho inh | SENP6 inh | SENP8 block-1 | SENP1 inh | SENP8 block-2 | SENP7 inh
- O=c1c2[nH]cnc2n(-c2ccccc2)c(=O)n1Cc1ccccc1
→ -3 | -9 | 3 | -14 | -2 | -7 | -1 | 9
- CN(C)CCNc1oc(COc2cccc(Cl)c2)nc1C#N
→ -1 | -5 | -7 | -10 | -2 | -6 | 9 | -2
- O=C(O)c1ccc(-c2nc(-c3cccc(C(F)(F)F)c3)cs2)cc1
→ . | 6 | -19 | . | . | -1 | -62 | .
- O=C1OCc2ccc(NC(=O)c3ccccc3C(=O)O)cc21
→ 6 | -5 | -1 | -3 | 0 | -1 | -65 | -5
- Cc1ccc(-c2nc(CS(=O)CC(=O)NCc3ccc4c(c3)OCO4)c(C)o2)cc1 (stereo not drawn)
→ 6 | -8 | 16 | -4 | 2 | 1 | 4 | -1
- COc1ccc(-c2csc(N(Cc3ccccc3)C(=O)COc3ccc(Cl)cc3)n2)cc1
→ -5 | -3 | -19 | -8 | -14 | 2 | 8 | -7
- COc1ccccc1CNC(=O)Cn1ccc2cc(S(=O)(=O)N3CCCC3)ccc21
→ -3 | -3 | 2 | 3 | 7 | 0 | 6 | 7
- COC(=O)C1c2ccccc2-c2ccccc21
→ 4 | 18 | 17 | -5 | -5 | 1 | 13 | 5
- O=C(CCN1C(=O)C2CCCCC2C1=O)Nc1cc(F)ccc1F (stereo not drawn)
→ -2 | -5 | -13 | 1 | -8 | -1 | 15 | 14
- NS(=O)(=O)c1ccc(CNC(=O)c2cc(=O)[nH]c3ccccc23)cc1
→ 8 | -1 | -9 | 0 | 6 | 3 | -136 | 9
- CC12CCC(=O)N1C(C(=O)Nc1nccs1)CS2 (stereo not drawn)
→ -3 | -6 | 14 | -18 | -6 | 1 | 0 | 0
- Cc1c(CNCC(C)c2ccccc2)c(C(=O)O)c(C)n1Cc1ccccc1 (stereo not drawn)
→ -8 | -5 | -7 | -10 | 3 | 1 | 7 | -2
- Cc1nc2ccc(NS(=O)(=O)c3cccc([N+](=O)[O-])c3)cc2s1
→ 9 | -3 | -1 | -9 | -18 | 4 | 2 | -4
- CC(C)(O)C#Cc1ccc([C@@H]2C[C@H]3CN(c4ccccc4)C(=O)[C@]34CCCN24)s1
→ 3 | -5 | 12 | -1 | -15 | -4 | -9 | 1
- CCOC(=O)c1ccccc1NC(=O)C=C(C)C
→ 7 | -2 | -18 | 6 | -2 | 1 | -4 | 14
- Cc1occc1C(=O)NNC(=O)C(c1ccccc1)c1ccccc1
→ 6 | -9 | -3 | -3 | -9 | 2 | 4 | -4

Taken from the entries so far for reference:
Second line of a record – Apaf-1 inh | HKDC1 inh | PfGluPho inh | SENP6 inh | SENP8 block-1 | SENP1 inh | SENP8 block-2 | SENP7 inh
- O=c1c2[nH]cnc2n(-c2ccccc2)c(=O)n1Cc1ccccc1
→ -3 | -9 | 3 | -14 | -2 | -7 | -1 | 9
- CN(C)CCNc1oc(COc2cccc(Cl)c2)nc1C#N
→ -1 | -5 | -7 | -10 | -2 | -6 | 9 | -2
- O=C(O)c1ccc(-c2nc(-c3cccc(C(F)(F)F)c3)cs2)cc1
→ . | 6 | -19 | . | . | -1 | -62 | .
- O=C1OCc2ccc(NC(=O)c3ccccc3C(=O)O)cc21
→ 6 | -5 | -1 | -3 | 0 | -1 | -65 | -5
- Cc1ccc(-c2nc(CS(=O)CC(=O)NCc3ccc4c(c3)OCO4)c(C)o2)cc1 (stereo not drawn)
→ 6 | -8 | 16 | -4 | 2 | 1 | 4 | -1

Outcome played no part in choosing rows. About 3.6% of those tested had a hit in this group.
